# NPY1 pot ag: potentiates or activates human NPY-Y1 receptor; 220,000 compounds, 0.37% hits; NPY-Y1 expressing cells, potentiator/agonist activation; activation, % at 3.6 µM; P25929; in the data active = activation above about 33%, passing the limit was not always enough;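 note: cells stimulated with NPY at EC10 then isoproterenol at EC100; 0% = low agonist plus stimulus and 100% = saturating agonist plus stimulus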
# MDM2 E3 inh: inhibitors of human Mdm2 E3 ubiquitin ligase | cell-based MDM2 ubiquitination luciferase reporter, 2 h; 0 = plate control, 100 = twice control, blank-subtracted | signal enhancement, % at 5 µM | 210,000 compounds, 0.11% hits | AID 1230;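 active = signal enhancement of 30% or more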;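 note: luminescence tracks abundance of the self-degrading MDM2-luciferase fusion protein; higher signal means inhibition of MDM2 E3 ligase activity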
#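 Buffer or medium: Cells held in DMEM | Assay system: Stable mammalian line carrying autodegrading MDM2–luciferase fusion reporter | Quantity: 2000 cells/well | Times: 4 h settle plus 2 h compound, 37 °C | Doses: One concentration, 5 µM, with 0.2% DMSO | Technique: Luminescence with SteadyLite reagent, 15 min at room temperature | Benchmarks: Plate controls and plate blanks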
# p97 ATPase inh: blocks human p97 ATPase activity. P55072. inhibition, % at 8 µM. 220,000 compounds, 0.42% hits. recombinant p97 ATPase, Kinase-Glo ATP luminescence, 3 h. AID 1481; in the data active = inhibition above about 15%;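 note: 0% = DMSO vehicle and 100% = wells lacking enzyme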
# NPY-Y1 antag: blocks the human neuropeptide Y Y1 receptor | inhibition, % at 3.6 µM | 200,000 compounds, 1% hits | HEK293-CNG Y1 cells, membrane potential fluorescence; NPY at EC95, then isoproterenol;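 active = inhibition above the campaign mean inhibition of all tested compounds plus 3 SD, cut at about 20% in these data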;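 note: 0% = DMSO wells given NPY plus isoproterenol and 100% = isoproterenol alone without NPY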
#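 Material: HEK293 cells co-expressing NPY Y1 receptor and cyclic-nucleotide gated channel. Timing: compound incubation 1 h at room temperature, readout 45 min post-stimulation. Signal: fluorescence, membrane potential probe.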
# Runt-CBFb FRET: blocks binding of human RUNX1 Runt domain to CBFb. 220,000 compounds, 0.46% hits. inhibition, % at 20 µM. Cerulean-Runt/Venus-CBFb FRET ratio 530/480, 1 h. Q01196+Q13951;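 active = inhibition over about 50% at 20 µM in the single-dose screen, limit read from the data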;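 note: 0% = DMSO wells and 100% = excess unlabeled CBFb competitor control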
# Target sequence (Q01196 whole entry, looked up, the tested form may be a part): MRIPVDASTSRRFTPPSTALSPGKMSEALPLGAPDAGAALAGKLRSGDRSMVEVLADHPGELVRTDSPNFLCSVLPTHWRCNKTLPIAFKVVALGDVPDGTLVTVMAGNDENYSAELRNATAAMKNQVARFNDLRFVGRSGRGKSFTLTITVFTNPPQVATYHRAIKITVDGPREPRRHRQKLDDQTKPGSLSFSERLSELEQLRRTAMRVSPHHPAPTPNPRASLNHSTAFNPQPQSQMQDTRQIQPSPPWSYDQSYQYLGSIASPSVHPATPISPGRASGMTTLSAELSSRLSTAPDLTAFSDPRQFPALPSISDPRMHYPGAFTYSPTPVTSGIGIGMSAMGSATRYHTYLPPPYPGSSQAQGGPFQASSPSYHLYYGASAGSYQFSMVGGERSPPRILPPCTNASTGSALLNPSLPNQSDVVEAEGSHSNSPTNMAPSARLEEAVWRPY
# Target sequence (Q13951 whole entry, looked up, the tested form may be a part): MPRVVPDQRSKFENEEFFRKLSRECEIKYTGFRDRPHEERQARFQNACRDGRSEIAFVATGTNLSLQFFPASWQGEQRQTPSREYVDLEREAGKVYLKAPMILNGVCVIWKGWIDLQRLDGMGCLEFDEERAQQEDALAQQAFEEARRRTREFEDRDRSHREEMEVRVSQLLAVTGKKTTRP
#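 Reagent – Venus-CBFb binding partner, 100 nM · Assay system – Cerulean-tagged RUNX1 Runt domain (FRET donor) fusion protein · Input – 100 nM per protein · Incubation – two 1 h room-temperature incubations shielded from light · Measured by – FRET fluorescence · Medium – Tris buffer pH 7.5 with salts and BSA · Benchmarks – unlabeled CBFb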
# RBBP9 inh: inhibitors of human serine hydrolase RBBP9 | 220,000 compounds, 0.2% hits | recombinant RBBP9, FP-Rh probe fluorescence polarization | O75884 | inhibition, % at 7.94 µM;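 active = inhibition above the campaign mean of all tested compounds plus 3 SD, cut at about 14% in these data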;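 note: plate controls were DMSO wells with RBBP9 for no effect and wells lacking RBBP9 protein for full effect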
# Target sequence (O75884 whole entry, looked up): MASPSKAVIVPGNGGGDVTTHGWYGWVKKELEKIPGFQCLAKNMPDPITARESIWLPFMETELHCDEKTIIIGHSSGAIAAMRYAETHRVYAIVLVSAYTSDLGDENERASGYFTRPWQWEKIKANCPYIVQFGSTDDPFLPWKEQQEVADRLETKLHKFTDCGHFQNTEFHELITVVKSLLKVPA
#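 System: RBBP9 protein / Quantity: 2.5 µM RBBP9 dispensing solution, before mixing / Also added: Serine-hydrolase probe FP-Rh, 375 nM pre-mixing / Dosing: 7.94 µM single dose, 0.794% DMSO / Timing: enzyme-compound preincubation 30 min, then probe labeling 45 min, 25 °C / Signal: FP readout at 525/598 nm / Controls: DMSO-treated enzyme wells and wells lacking RBBP9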
# Hck Nef HTS: blocks Nef-activated human Hck kinase; 220,000 compounds, 0.68% hits; inhibition, % at 20 µM; P08631; AID 463187; Recombinant Hck-YEEI plus Nef, Z-Lyte FRET kinase assay;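 active = Hck-Nef kinase inhibition above about 50%, limit read from the data; inactive = inhibition below that limit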;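 note: 0% = DMSO with Hck plus Nef and 100% = Hck alone without Nef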
# NPY2 pot ag: human NPY-Y2 potentiation or agonism, primary screen; P49146; cells expressing NPY-Y2, potentiator/agonist read-out; activation, % at 3.6 µM; 220,000 compounds, 0.45% hits; AID 1359; in the data active = activation above about 27%;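 note: cells stimulated with NPY near EC25 plus isoproterenol at EC100; 0% = vehicle plus submaximal agonist and 100% = vehicle plus saturating agonist; some results beyond the cut were filed as inactive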
# Runt-SMMHC FRET: Runt domain-CBFb-SMMHC interaction inhibition | Q01196+Q13951 | Cerulean-Runt/Venus-CBFb-SMMHC FRET ratio 530/480, 1 h | inhibition, % at 20 µM | 220,000 compounds, 0.74% hits;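 active = mean inhibition across duplicate retests at 20 µM reaching about 50%, limit read from the data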;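 note: 0% = DMSO wells and 100% = wells with excess untagged CBFb-SMMHC; inhibitors lower the FRET ratio by blocking Runt binding to CBFb-SMMHC; some results filed as inactive read as strong as hits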
# Numbers without * were called inactive; x = not tested or not shown.
SMILES,NPY1 pot ag,MDM2 E3 inh,p97 ATPase inh,NPY-Y1 antag,Runt-CBFb FRET,RBBP9 inh,Hck Nef HTS,NPY2 pot ag,Runt-SMMHC FRET
CCOC(=O)C1(S(=O)(=O)c2ccc(Cl)cc2)CCN(Cc2ccc(C)cc2)CC1,10,6,-3,8,-2,-2,0,6,3
CCC1CCCCN1C(=O)CSc1nnc(-c2cccc(Cl)c2)o1 (stereo unspecified),-3,-18,-12,3,-1,-8,-8,-27,0
O=C(COc1ccccc1)N(Cc1ccco1)c1ccc(O)cc1,-14,-12,-3,1,0,-9,0,5,4
CCc1nccn1Cc1cc(C=O)ccc1OC,10,-2,0,2,0,2,6,-11,-7
COc1cc(OC)c(C(=O)Nc2ccc(S(=O)(=O)Nc3ncccn3)cc2)cc1OC,6,-17,4,-5,-1,-4,-1,-8,-2
CCC(C)NC(=O)CCC(=O)Nc1ccc2nc(N3CCOCC3)cc(C)c2c1 (stereo unspecified),84*,-18,2,-19,x,-2,3,93*,3
O=C(CN1C(=O)c2cccc3cccc1c23)N1CCN(Cc2ccc3c(c2)OCO3)CC1,-41,-3,2,1,-7,-6,-12,-1,-13
Cc1ccc(C)c2[nH]c(=O)c(CN(CCN3CCCC3)C(=O)Nc3cccc(Cl)c3)cc12,-72,-3,6,16,-2,1,-1,-34,-4
CCC(=O)c1ccccc1OCCN1CCN(CC)CC1,-1,-34,13,5,-2,-1,15,-16,-2
CCCCN(C)C(=O)c1ccc2c(c1)N(CC)C(=O)c1ccccc1S2(=O)=O,6,-20,2,0,0,-10,3,0,4
C=CCNC(=S)Nc1ccc2nsnc2c1,-17,2,29*,0,-8,7,2,-11,-54
CC1CCN(S(=O)(=O)c2ccc3ncn(CC(=O)N(C)C4CCCCC4)c(=O)c3c2)CC1,7,-19,1,5,-6,-1,5,-4,2
CCCCNC(=O)CC(C(=O)N1CCc2ccccc21)n1ccnc1 (stereo unspecified),-16,-2,3,1,-1,-6,0,7,-3
CCCCCn1c(CCNC(=O)c2cccs2)nc2ccccc21,15,x,-3,-2,-2,-4,-1,11,-3
O=C(O)CN1C(=O)SC(Nc2ccccc2)C1=O (stereo unspecified),0,x,2,-1,-2,-7,-6,9,2
Cc1ccc(-c2c(C)sc3ncn(CC(=O)N4CCOCC4)c(=O)c23)cc1C,15,x,1,x,0,-4,28,17,0
Cc1ccccc1-n1c(SCC(=O)N/N=C/c2ccccc2OCC(=O)O)nc2ccccc2c1=O,11,-19,4,x,-2,-5,21,9,-2
CC(C)C1N=C2c3ccccc3N=C(SCc3cc(=O)n4ccccc4n3)N2C1=O (stereo unspecified),-23,x,4,-3,x,-8,2,2,x
O=C(NCCc1ccccn1)c1ccc(COc2ccccc2)o1,-19,-11,2,0,4,8,0,-18,1
c1cnc(Oc2ccc(-c3nnco3)cc2)cn1,-2,-14,7,2,-2,0,1,-7,-1
Cc1sc2nc(C3CC3)nc(SCC(=O)N3CCCc4ccccc43)c2c1C,-10,-6,2,6,-1,-13,0,-3,-1
CCOC(=O)CNC(=O)CSc1nnnn1-c1cc(C)ccc1C,1,16,5,-2,-1,-7,1,6,-2
CC(C)(C)Nc1c(-c2cccs2)nc2ccccn12,11,0,2,7,-1,-8,21,7,3
O=C(CN1C(=O)c2ccccc2C1=O)NCCc1c[nH]c2ccccc12,19,-8,6,11,-1,0,0,7,2
COc1cccc(C2c3c(oc4ccc(F)cc4c3=O)C(=O)N2CCCN2CCOCC2)c1 (stereo unspecified),12,-14,6,1,0,2,-2,10,-2
SMILES,NPY1 pot ag,MDM2 E3 inh,p97 ATPase inh,NPY-Y1 antag,Runt-CBFb FRET,RBBP9 inh,Hck Nef HTS,NPY2 pot ag,Runt-SMMHC FRET
CCOc1ccccc1/C=C(\NC(=O)c1ccccc1)C(=O)NCCC(=O)O,-12,-18,5,8,0,-4,1,12,-3
C#CC1CCCCC1NC(=O)Nc1cnccc1C(F)(F)F (stereo unspecified),-7,-7,0,x,-2,7,12,3,-1
CC(=O)c1ccc(NC(=S)NNC(=O)NC2CCCCC2)cc1,11,-11,5,-9,3,7,16,20,5
CCOc1ccc(C2Oc3nc(SC)nnc3-c3ccccc3N2C(C)=O)cc1OC (stereo unspecified),-5,-5,3,-3,3,-7,1,2,-3
Cc1ccc(/C=N/Nc2nc3ccccc3s2)o1,-4,-63,3,6,2,-3,6,5,2
O=C(N1CCC(O)(c2cccnc2)CC1)C12CC3CC(CC(C3)C1)C2,-3,-2,1,-6,-2,0,4,9,-5
CCOC(=O)c1cnn(-c2ccc(Cl)cc2)c1C1CCN(C(=O)OC(C)(C)C)CC1,-31,-5,-7,14,-3,-1,0,-7,-1
O=C(Nc1ncn[nH]1)c1ccc([N+](=O)[O-])cc1[N+](=O)[O-],-6,4,2,3,1,-3,-1,-13,-2
CCOc1ccc(C(CC(=O)O)n2cnnn2)cc1 (stereo unspecified),11,-15,6,-4,0,-1,15,17,-6
O=C(Nc1ccc(SC(F)F)cc1)c1ccc2nccnc2c1,-3,-9,2,3,2,-13,1,9,-2
CCC(C)N=CC1=C(O)CC(c2ccccc2)CC1=O (stereo unspecified),-5,4,-3,6,0,0,1,-14,-3
CC(C)c1cc(CN2CCN(Cc3ccc(F)c(F)c3)C(CCO)C2)[nH]n1 (stereo unspecified),-8,-9,-8,9,-1,-5,-1,0,4
Cn1c(CCN2CCN(c3ccc(F)cc3)CC2)nc2cc(NC(=O)c3ccco3)ccc21,39,-4,2,-2,3,-6,0,19,-1
Nc1ccc(Oc2ccc(Br)cc2)cc1,-5,x,5,-9,0,-4,2,13,0
O=C(NCCNC(=O)c1cc(OCC(F)(F)F)ccc1OCC(F)(F)F)Nc1cccc(C(F)(F)F)c1,20,-13,4,-18,-2,-16,0,27,-2
O=C(CSc1nc2ccc(N3CCOCC3)cc2c(=O)n1CCc1ccccc1)NCC1CCCO1 (stereo unspecified),-2,-10,2,-1,1,4,5,4,-3
O=[N+]([O-])c1ccc(-c2cnc(SC(c3ccccc3)c3ccccc3)[nH]2)cc1,26,-8,-2,-10,-6,-15,1,29,-23
O=C(NCc1cccnc1)c1nn2cccnc2c1Cl,-22,-12,3,2,3,-12,0,4,1
CCC1(CC)C(=O)N(C)C(=O)NC1=Nc1ccccc1,-11,-10,2,5,-2,-2,0,23,-4
O=C(/C(=C/c1cccc(Cl)c1)c1nc2ccccc2[nH]1)c1ccccc1,-14,-6,6,8,2,-6,0,-4,1
CN1CCN(c2ccc(S(=O)(=O)N3CCCCC3)cc2NC(=O)c2ccc3ccccc3c2)CC1,-41,-17,1,2,-10,-5,1,-8,1
Cc1cccnc1NC1OC(=O)c2ccccc21 (stereo unspecified),9,-15,2,1,1,-1,-14,1,-1
CC(=O)C1=C(O)CC(c2ccccc2)CC1=NCCc1c(C)[nH]c2ccccc12 (stereo unspecified),-16,x,-4,1,-4,-7,-3,0,-1
C=CCn1cccc(C(=O)Nc2ccc(OC)cc2OC)c1=O,3,-8,-2,1,1,-3,20,2,-3
COc1ccc(CCNC(=O)COC(=O)c2ccc(N3CCCC3=O)cc2)cc1,1,-15,7,-3,-2,-12,27,0,0

# Arranged by value in NPY1 pot ag (largest number first): some entries from above
Molecule	NPY1 pot ag	MDM2 E3 inh	p97 ATPase inh	NPY-Y1 antag	Runt-CBFb FRET	RBBP9 inh	Hck Nef HTS	NPY2 pot ag	Runt-SMMHC FRET
CCc1nccn1Cc1cc(C=O)ccc1OC	10	-2	0	2	0	2	6	-11	-7
CCOc1ccc(C2Oc3nc(SC)nnc3-c3ccccc3N2C(C)=O)cc1OC (stereo unspecified)	-5	-5	3	-3	3	-7	1	2	-3
C=CCNC(=S)Nc1ccc2nsnc2c1	-17	2	29*	0	-8	7	2	-11	-54
O=C(CN1C(=O)c2cccc3cccc1c23)N1CCN(Cc2ccc3c(c2)OCO3)CC1	-41	-3	2	1	-7	-6	-12	-1	-13

# The results go on:
SMILES,NPY1 pot ag,MDM2 E3 inh,p97 ATPase inh,NPY-Y1 antag,Runt-CBFb FRET,RBBP9 inh,Hck Nef HTS,NPY2 pot ag,Runt-SMMHC FRET
O=C(O)/C(=N/NC(=O)c1ccc(Cl)cc1)c1ccccc1,5,-18,11,x,0,2,13,-17,-2
CCOC(=O)Cc1cc(=O)n2[nH]c(C(C)(C)C)cc2n1,-2,-12,0,x,2,-4,17,-1,-6
N#CCSc1nc2ccccc2o1,-10,1,4,x,1,-1,12,-4,-4
CC1Cc2nc(SCC(=O)NCc3ccco3)n(-c3ccccc3)c(=O)c2S1 (stereo unspecified),4,-8,2,2,4,-2,4,9,0
Cc1cc(/C=N/n2cnnc2)c(C)n1-c1ccc(OCc2ccc(Cl)cc2Cl)cc1,-58,-29,-4,8,-4,-3,0,-9,0
COc1ccc(NC(=O)CC2C(=O)NCCN2C(=O)c2ccc(N(C)C)cc2)cc1 (stereo unspecified),8,7,7,x,1,-4,0,5,0
CCOc1ccccc1NC(=O)c1cc(C(=O)c2cc(OC)ccc2O)coc1=N,-17,18,3,2,-2,-7,3,4,6
O=C(c1ccc(=O)[nH]c1)N(Cc1cccs1)C1(C(=O)NC2CCCC2)CCCCC1,6,-4,-2,5,-2,-6,-36,8,-1
COCCCn1c(=S)[nH]c(C)c(C)c1=O,2,-15,13,x,-1,-9,-6,-6,-7
COc1ccc(NC(=O)CCCSc2nc(-c3ccco3)cc(C(F)(F)F)n2)cc1OC,-24,2,-4,-1,-5,-5,7,8,-3
CC(C)(C)n1ncc2c(=O)n(CC(=O)N3CCCCC3)cnc21,10,-24,4,0,0,1,5,9,0
Cc1cccc(NC(=S)NCC(c2ccccc2)N(C)C)c1 (stereo unspecified),-15,-8,0,13,x,0,11,4,-4
CC(=O)c1nn(-c2cccc(Br)c2)cc1C(=O)c1cccc2ccccc12,-3,-7,0,-2,0,2,-1,-4,-2
CCNC(=S)N(CCc1c(C)[nH]c2ccc(Cl)cc12)Cc1ccco1,16,-10,-7,0,-1,-7,30,22,0
O=C(O)CCn1cc(/C=C/C(=O)c2ccc(Cl)cc2)c(-c2ccc(Br)cc2)n1,-6,3,6,2,2,-7,42,-1,0
CC(=O)NC(=S)Nc1ccc2oc(-c3cc(F)c(F)cc3Cl)nc2c1,7,0,9,4,0,-4,20,4,0

# Source: PubChem BioAssay
